CBFb RUNX1 block: blocks binding between human CBF-beta and RUNX1. Q01196+Q13951. AlphaScreen CBFb-His/RUNX1-biotin binding, biochemical. Potency, µM (doses to about 59.8 µM), without a hit: at the highest dose activity, negative = inhibition, hits mostly inhibitors. 230,000 tested, under 10 active. AID 1477; note: % of control where 0% means no effect
Target sequence (Q01196 whole entry, looked up): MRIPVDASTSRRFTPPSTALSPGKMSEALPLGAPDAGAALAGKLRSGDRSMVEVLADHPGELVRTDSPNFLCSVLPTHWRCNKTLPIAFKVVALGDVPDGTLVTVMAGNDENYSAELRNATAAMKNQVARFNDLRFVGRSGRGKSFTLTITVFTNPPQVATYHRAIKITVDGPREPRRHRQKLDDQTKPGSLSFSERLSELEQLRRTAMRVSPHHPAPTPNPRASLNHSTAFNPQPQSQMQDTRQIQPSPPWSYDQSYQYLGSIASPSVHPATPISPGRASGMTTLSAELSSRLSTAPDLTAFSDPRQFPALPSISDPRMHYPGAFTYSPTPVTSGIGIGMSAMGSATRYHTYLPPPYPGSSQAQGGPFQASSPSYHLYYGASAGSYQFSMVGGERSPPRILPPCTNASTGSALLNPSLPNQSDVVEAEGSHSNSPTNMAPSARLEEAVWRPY
Target sequence (Q13951 whole entry, looked up): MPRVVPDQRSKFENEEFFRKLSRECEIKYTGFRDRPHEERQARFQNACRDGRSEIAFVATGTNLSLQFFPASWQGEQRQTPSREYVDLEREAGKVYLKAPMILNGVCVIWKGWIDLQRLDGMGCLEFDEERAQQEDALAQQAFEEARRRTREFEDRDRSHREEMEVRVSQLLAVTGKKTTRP
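Interaction loss through any mechanism counts as activity. Pre-formed complex of His-CBF-beta and biotin-RUNX1 (30 nM apiece) is incubated with compound 15 min, then with 50 ng nickel and 50 ng streptavidin beads for 90 min before AlphaScreen detection.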
HTT aggregate: inhibitors of mutant huntingtin aggregate formation in PC12 cells; PC12 HttQ103-GFP aggregates, Acumen cytometry, 40 h; Potency, µM (titrated, usually from 46.1 µM), for the others: at the top dose activity change, negative = inhibition, hits mostly inhibitors; 1.1% of 220,000 active; note: potency is the fitted concentration of half-maximal effect; % is set by controls: 0 for no effect and ±100 for the full control effect; nearly all actives have a fitted effect of over 60% in size
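Using laser scanning cytometry, GFP-positive aggregates were counted after lysis of PC12 cells induced with 100 nM tebufenozide to express HTT exon 1 Q103–GFP. Compounds were tested in titration.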
KinaseGlo FLuc: blocks Kinase-Glo luciferase, a counter-screen artifact | Kinase-Glo luciferase, ATP luminescence, 8 min | 0.28% of 200,000 active | Q27757 | Potency, µM (highest dose often 38.3 µM), without a hit: top-dose activity change, negative = inhibition, most hits filed as inhibitors; note: potency is the fitted concentration of half-maximal effect; % is set by controls: 0 for no effect and ±100 for the full control effect; nearly all actives have a fitted effect of over 60% in size
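Substrate mix (final 50 mM imidazole pH 7.2, 50 mM KCl, 7 mM MgCl2, 10 uM ATP, 0.01% Tween 20, 0.05% BSA) plus pin-tool compound, then Kinase-Glo detection mix; 8 min ambient, luminescence read.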
NPSR antagonist: neuropeptide S receptor (human) antagonism, cAMP; CHO-NPSR cells, cAMP TR-FRET, antagonist mode; Potency, µM (top dose mostly 38.3 µM), for inactives: at the top dose activity change, negative = inhibition, most hits filed as inhibitors; 1% of 220,000 active; AID 1461; note: potency is the fitted concentration of half-maximal effect; % is set by controls: 0 for no effect and ±100 for the full control effect; nearly all actives have a fitted effect of over 50% in size; many of its hits are not listed in these tables
Target sequence (Q6W5P4 whole entry, looked up): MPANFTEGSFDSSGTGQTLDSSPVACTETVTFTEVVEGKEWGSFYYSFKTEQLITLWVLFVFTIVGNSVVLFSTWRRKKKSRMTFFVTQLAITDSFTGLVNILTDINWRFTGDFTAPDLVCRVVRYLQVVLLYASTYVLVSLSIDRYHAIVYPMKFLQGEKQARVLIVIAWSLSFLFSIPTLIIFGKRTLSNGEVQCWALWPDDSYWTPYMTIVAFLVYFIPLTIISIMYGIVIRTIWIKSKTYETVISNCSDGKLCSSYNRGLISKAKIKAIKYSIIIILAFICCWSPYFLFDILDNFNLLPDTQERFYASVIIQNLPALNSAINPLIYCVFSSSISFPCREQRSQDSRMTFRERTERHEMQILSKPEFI
IMPase Li inh: cell-permeable IMPase inhibitors with lithium potentiation | CHO-M1 cells, IP1 TR-FRET (IP-One), carbachol + lithium | Potency, µM (doses to about 59.4 µM), without a hit: at the highest dose activity, negative = IMPase inhibition, most hits filed as inhibitors | 0.35% of 210,000 active;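 note: IP1 builds up when IMPase is blocked and the TR-FRET signal falls; potency is the fitted concentration of half-maximal effect; plate controls were basal vehicle for no effect and high inhibitor control for full effect; nearly all actives have a fitted effect of over 50% in size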
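Concentration–response in CHO-M1 cells, lithium-potentiated; 30 min at 37C. IP1 detected by competitive TR-FRET after 10 min lysis at RT. Hill-fitted AC50.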
LMNA splice mod: LMNA splicing modulation; HeLa LMNA splicing GFP/RFP minigene ratio, 48 h; Potency, µM (titrated, usually from 46.1 µM), inactives show at the top dose ratio change, negative = inhibition, usual class: inhibitors; 0.01% of 200,000 active; active = well fitted inhibition curve with a large enough effect in the signal ratio, with a control signal flat, not every such curve was filed as active; inconclusive = small, poorly fitted or top-dose-only effect, or effect the other way, or a change in a side signal; the % refers to the signal ratio; note: potency is the fitted concentration of half-maximal effect; % is set by controls: 0 for no effect and ±100 for the full control effect
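S3 HeLa stable clones carrying a lamin A-EGFP splicing minigene plus DsRed2 were seeded at 600 cells/well in Opti-MEM with 2% FBS, pin-dosed and incubated 48 h at 37°C. Acumen cytometry (488 nm) gave the GFP/RFP total-intensity ratio.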
Epigenetic reg: epigenetic control regulation, reporter derepression; murine LDR cells, GFP reporter derepression, 30 h; Potency, µM (doses to about 53.9 µM), for the others: at the highest dose GFP activation, most hits filed as activators; 0.2% of 280,000 active; AID 1865; note: potency is the fitted concentration of half-maximal effect; % of control where 0% means no effect; nearly all actives have a fitted effect of over 60% in size
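Murine LDR cells carrying a silenced, genomically integrated CMV-driven GFP reporter were exposed to compound for 30 hours at 37 C. After PBS washes, GFP-positive cells (20–120 um objects) were counted by laser-scanning microplate cytometry.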
Starred values were filed as active, the others as inactive; ? = inconclusive; . = no result given; & = joins results of further samples; [ ] = dose if it differs, or a comment. Unless noted, calls come from the whole dose curve; as a rule, active = well fitted curve in the direction sought with a large enough effect; inconclusive = small, poorly fitted or top-dose-only effect, or another doubt; inactive = no such curve, though single readings can be large; an effect the other way counts as inactive or inconclusive.

SMILES	CBFb RUNX1 block	HTT aggregate	KinaseGlo FLuc	NPSR antagonist	IMPase Li inh	LMNA splice mod	Epigenetic reg
CN(C)CCN=Cc1c(O)n(C2CCCCCC2)c(=O)[nH]c1=O	2%	-8%	1%	-4%[46.1 µM]	-13%[38.3 µM]	7%	1.3%
O=C(c1cc(C(=O)NCc2ccccc2)c(=O)n(Cc2ccccc2)c1)c1cc(Br)ccc1O	-22%	-1%	-4%	-24%	-1%	-24%	-2.0%
C[C@]12CCC3C(CC[C@H]4C[C@H](O)CC[C@]34C)[C@@H]1CC[C@@H]2C(=O)CO (some centres undefined)	12%	.	.	.	21%	.	1.1%
NCC[C@H](O)C(=O)N[C@H]1C[C@@H](N)[C@@H](O[C@H]2O[C@@H](CN)[C@@H](O)[C@@H](O)[C@@H]2N)[C@@H](O[C@H]2O[C@@H](CO)[C@@H](O)[C@@H]2O)[C@@H]1O	11%[21.7 µM]	20%[20.6 µM]	-3%[17.1 µM]	.	-2%	-10%	-0.3%[16.9 µM]
C=C1C(=O)O[C@@H]2C[C@@H](C)[C@@H]3C4OC4C(=O)[C@@]3(C)[C@@H](O)[C@H]12 (some centres undefined)	2%	?	.	-21%	.	.	1.6%
CCN(CC)C(=O)c1ccc(NC(=O)COc2ccccc2F)cc1	-1%	2%	-20%	4%	0%	.	-0.3%
COc1ccc(CC2(CCc3ccncc3)C(=O)NC(=O)NC2=O)cc1OC	2%	.	-3%	16%	3%	24%[46 µM]	1.1%
CN1[C@@H]2CC[C@H]1CC(OC(c1ccc(F)cc1)c1ccc(F)cc1)C2 (some centres undefined)	1%[21.7 µM]	.	3%	.	44%	.	-0.4%
CCCCOP(=O)(CN1CCOCC1)OCCCC	2%	12%	2%	3%[46.1 µM]	18%[38.3 µM]	3%	-0.4%
N=Cc1c(O)n(-c2ccccc2)c(=O)n(-c2ccccc2)c1=O	9%	-21%[9.22 µM]	.	-13%	.	.	0.1%
c1ccc(-c2cc(-c3ccccc3)[n+](-c3ccccc3)c(-c3ccccc3)c2)cc1	-1%	4µM*	.	?	.	.	8.8%
CSc1ccccc1C(=O)C1CCCN(Cc2ccn[nH]2)C1 (centres undefined)	-3%	17%[9.22 µM]	1%	-13%	13%	-7%[46 µM]	3.0%
Cc1c(C(=O)N2CCC3(CC2)OCCO3)oc2ccc(S(=O)(=O)N3CCCCC3)cc12	0%	-4%	1%	-11%	1%	?	-1.0%
CC(=O)Nc1cc(Cl)c(N=Cc2ccc(O)cc2O)cc1Cl	-2%	5%	2%	-2%	3%	?	-0.4%
CN(C(=O)Cc1ccc(Cl)c(Cl)c1)[C@@H](CN1CCCC1)c1cccc(OCC(=O)O)c1	1%[21.7 µM]	.	2%	.	14%	.	1.4%
COc1cc(OC)c(/C=C2/C(=O)Nc3ccccc32)c(OC)c1	-5%	.	-3%	-8%[46.1 µM]	30%	?	3.5%
CCCCP(=O)(O)c1ccccc1	4%	-3%	-3%	12%[46.1 µM]	-5%[38.3 µM]	-2%	-5.6%
FC(F)(F)C1=NC(C(F)(F)F)=NP(N2CCOCC2)(N2CCOCC2)=N1	-1%	-4%	-1%	-2%[46.1 µM]	12%[38.3 µM]	4%	-1.0%
Cc1csc(NC(=O)C2CCCN(S(=O)(=O)c3ccc4c(c3)oc(=O)n4C)C2)n1 (centres undefined)	-5%	6%	1%	-5%[46.1 µM]	3%[38.3 µM]	?	-4.2%
COc1ccc(C(=O)O[C@H]2CC[C@@]3(C)C4CCC5[C@]6(O)C[C@H](O)[C@@]7(O)C(CN8C[C@@H](C)CC[C@H]8[C@@]7(C)O)[C@]6(O)C[C@@]53O[C@@]42O)cc1OC (some centres undefined)	2%&12%	.	.	.	17%&-2%	.	0.0%&4.2%
NCC#Cc1ccccc1	7%	.	-3%	-4%[46.1 µM]	5%	-7%	17%
O=C(COC(=O)Cc1ccccc1)Nc1cccnc1Cl	5%	7%	2%	10%	8%	-4%[46 µM]	-4.2%
CN1CCC(OC(=O)Cc2ccccc2)CC1	11%	-10%[9.22 µM]	0%	-13%	18%	12%[46 µM]	3.2%
COc1cccc(CN2CCCC(C(=O)c3ccccc3SC)C2)c1O (centres undefined)	3%	8%[9.22 µM]	.	-43%	.	.	0.0%
O=C1CC(c2ccccc2)CN1 (centres undefined)	5%	-10%[9.22 µM]	.	16%	.	.	1.1%
O=[N+]([O-])c1ccc(N2CCNCC2)cc1NC1CC1	-3%	?	0%	-7%[46.1 µM]	6%[38.3 µM]	9%	7.6%
CCOCCc1c(O)[nH]c(=S)[nH]c1=O	0%	30%[9.22 µM]	-7%	5%	4%	-11%[46 µM]	12%
C=CCN1C(=O)NC(=O)/C(=C/c2ccc(OC)c(COc3ccc(NC(C)=O)cc3)c2)C1=O	-2%	1%[9.22 µM]	.	-13%	.	.	0.5%
O=C(CCCN1CCC2(CC1)C(=O)NCN2c1ccccc1)c1ccc(F)cc1	4%	-7%&-9%	-4%	-18%	9%&14%&0%&16%&22%&11%	?	2.4%
CN(C)C(=O)Oc1ccc(OC(=O)N(C)C)cc1	5%	7%	-4%	-2%[46.1 µM]	-9%[38.3 µM]	3%	-2.3%
Cn1c(O)c(C=Nc2ccc3c(c2)CCC3)c(=O)n(C)c1=O	-5%	-9%	-19%	-7%[46.1 µM]	-4%[38.3 µM]	9%	2.9%
Fc1ccc(CCNCc2ccccc2Cl)cc1	-1%	-3%	-2%	-7%[46.1 µM]	46%[activator][38.3 µM]	4%	-0.8%
COc1ccc(-n2c(=O)[nH]c3ccccc3c2=O)cc1	2%	-7%	-1%	-1%[46.1 µM]	-6%[38.3 µM]	-6%	-2.3%
CCOC(=O)c1c(C)n(Cc2ccccc2)c2ccc(OCC(O)Cn3nc(C)nc3C)cc12 (centres undefined)	-2%	9%	2%	-20%[46.1 µM]	18%[38.3 µM]	-6%	-0.8%
O=C(c1cc2c(s1)CCCC2)N1CCC2(CC1)OCCO2	12%	-10%	-3%	-11%[46.1 µM]	17%[38.3 µM]	?	2.8%
CCOC(=O)C(NC(=O)CCl)(Nc1ccc(C(O)(C(=O)OCC)C(F)(F)F)cc1)C(F)(F)F (centres undefined)	8%	-9%	1%	16%	-7%	-1%	1.0%
CO/C1=C\C(C)=C\[C@@H](C)[C@@H](O)[C@H](C)C/C(C)=C/C=C/[C@H](OC)[C@H]([C@@H](C)[C@@H](O)[C@H](C)[C@H]2C[C@@H](O)[C@H](C)[C@@H](C(C)C)O2)OC1=O	-8%	.	.	.	-7%	.	1.1%
CC(C)c1ccc(N=Cc2c(O)n(C3CC3)c(=S)[nH]c2=O)cc1	1%	24%[9.22 µM]	.	?	.	.	0.0%
O=c1cc(CN2CC=C(c3ccccc3)CC2)c2c(ccc3ccccc32)o1	2%	12%	-2%	-5%	6%	-4%	0.0%
CC(=O)N1CCCSC1=Nc1ccccc1	9%	-12%	3%	18%	22%	?	5.1%
COc1ccc(-n2c(O)c(/C=C/C=Nc3ccccc3)c(=O)[nH]c2=O)cc1	-4%	-15%	-3%	-5%	4%	?	7.3%
CCN1C(=O)C(=C/C=C/c2ccco2)C(=O)N(CC)C1=S	?	?	-1%	-8%[46.1 µM]	-3%	-1%	0.0%
Cc1cccc(-n2c(C)nc3ccccc3c2=O)c1C	7%	-12%[9.22 µM]	0%	19%	-1%	-17%[46 µM]	1.0%
Cc1cccc(OP(=O)(NCc2ccccc2)Oc2cccc(C)c2)c1	21%	?	-1%	-44%	16%	?	-1.0%
O=P(Nc1ccccc1Cl)(c1ccccc1)c1nc2c(s1)CCCC2 (centres undefined)	3%	8%	-6%	?	9%[38.3 µM]	1%	-3.3%
COc1ccc(-n2c(/C=C3\C(=O)Nc4ccccc43)nc3ccccc3c2=O)cc1	-1%	-8%	-3%	1%	7%	.	1.1%
O=C(NCCCn1ccnc1)C(Cl)(Cl)Cl	1%	20%	-5%	18%	-4%	-8%[46 µM]	-0.1%
O=C(c1ccc2c3c(cccc13)CC2)C1CCCN(Cc2ncc[nH]2)C1 (centres undefined)	-3%	-10%[9.22 µM]	0%	11%	5%	?	3.1%
CC12CC[C@H]3[C@@H](CCC4(O)C[C@H](O)CCC34/C=N/NC(=O)Cc3ccccc3)C1(O)CCC2C1=CC(=O)OC1 (some centres undefined)	-3%	-16%[9.22 µM]	.	6%	.	?	4.2%
O=C(CSC1c2ccccc2-c2ccccc21)N/N=C/c1ccc(C(=O)O)cc1	5%	8%	1%	-3%	-4%	9%[46 µM]	-1.5%
C=CCn1c(O)c(/C=N/NC(=O)CCCC)c(=O)[nH]c1=S	?	-6%	1%	13%	-5%	.	2.7%
O=C(CCn1nc(-c2ccc(Cl)cc2)ccc1=O)N1CCC2(CC1)OCCO2	4%	6%	-2%	3%	-2%	.	3.9%
S=C1Nc2ccccc2Sc2ccccc21	6%	6%	1%	-24%	21%	.	1.8%
Cc1ncc([N+](=O)[O-])n1CCOC(N)=O	7%	11%[9.22 µM]	.	7%	.	.	2.9%
Cc1cc(/C=C2\C(=O)NC(=O)N(c3cccc(Br)c3)C2=O)c(C)n1C	0%	5%	0%	-6%	0%	-12%	1.0%
O=C(Cn1c(=S)[nH]c2ccccc2c1=O)N1CCC2(CC1)OCCO2	3%	8%	0%	-2%[46.1 µM]	-6%[38.3 µM]	-1%	-1.1%
CN(C)c1ccc(NC(=O)CN2C(=O)CN=C(c3ccccc3)c3ccccc32)cc1	-21%	25%	-2%	-22%[46.1 µM]	1%[38.3 µM]	-3%	-1.2%

Pulled by structure from the list above, 3 records:
SMILES	CBFb RUNX1 block	HTT aggregate	KinaseGlo FLuc	NPSR antagonist	IMPase Li inh	LMNA splice mod	Epigenetic reg
Cc1cc(/C=C2\C(=O)NC(=O)N(c3cccc(Br)c3)C2=O)c(C)n1C	0%	5%	0%	-6%	0%	-12%	1.0%
O=C(CCn1nc(-c2ccc(Cl)cc2)ccc1=O)N1CCC2(CC1)OCCO2	4%	6%	-2%	3%	-2%	.	3.9%
S=C1Nc2ccccc2Sc2ccccc21	6%	6%	1%	-24%	21%	.	1.8%

Bioassay records deposited in PubChem by National Center for Advancing Translational Sciences (NCATS).

Only part of the results is shown. The share of hits here may be higher or lower than overall.
